Gli-Sufu block: Gli-Sufu pathway antagonism | inhibition, % at 5 µM | Sufu-KO-LIGHT fibroblasts, Gli luciferase reporter luminescence | 340,000 compounds, 0.74% hits;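 active = inhibition above about 55%, limit read from the data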;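 note: 0% = DMSO-treated cells and 100% = wells with medium but no cells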
CCR6 antagonist: antagonists of human CCR6 receptor. AID 493098. inhibition, % at 20 µM. 340,000 compounds, 0.49% hits. CHO-K1 CCR6 PathHunter beta-arrestin, luminescence, CCL20-stimulated;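 active = compounds whose inhibition of the agonist-driven luminescence signal at 20 µM reaches about 50%, limit read from the data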;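 note: cells stimulated with CCL20 at 14 nM final; plate controls were DMSO with CCL20 for no effect and DMSO without agonist for full effect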
Target sequence (P51684 whole entry, looked up): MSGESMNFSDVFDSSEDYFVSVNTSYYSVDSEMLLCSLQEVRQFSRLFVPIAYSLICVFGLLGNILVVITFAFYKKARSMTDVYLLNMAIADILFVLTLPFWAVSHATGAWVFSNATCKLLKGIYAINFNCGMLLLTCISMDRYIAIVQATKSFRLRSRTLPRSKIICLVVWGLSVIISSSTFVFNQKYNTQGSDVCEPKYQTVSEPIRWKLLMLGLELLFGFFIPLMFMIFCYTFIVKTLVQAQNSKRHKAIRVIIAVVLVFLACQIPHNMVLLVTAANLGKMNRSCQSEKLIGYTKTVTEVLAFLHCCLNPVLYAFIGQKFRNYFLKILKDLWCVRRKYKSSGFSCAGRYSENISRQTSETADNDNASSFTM
Apaf-1 inh: inhibitors of human Apaf-1 apoptosome | reconstituted apoptosome caspase-3 activity, DEVD-Rh110 fluorescence | inhibition, % at 20 µM | 330,000 compounds, 0.71% hits | AID 489030; active = inhibition of at least 40% at 20 µM;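 note: plate controls were DMSO wells for no effect and DEVD-CHO caspase inhibitor wells for full effect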
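System – cell-free apoptosome with Apaf-1, procaspase-3 and caspase-9 · Buffer or medium – pH 7.5 Hepes buffer with CHAPS, BSA, DTT · Also added – cytochrome c with DEVD-Rh110 · Times – 30 min compound preincubation, 50 min activation, room temperature · Technique – Rh110 fluorescence intensity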
697 NFkB inh: inhibitors of the PMA/ionomycin-induced NF-kB reporter in 697 B cells | 697 B-cell NF-kB luciferase reporter, 16 h | 330,000 compounds, 0.33% hits | inhibition, % at 4 µM; in the data active = inhibition above about 35%
UBC13 inh: inhibitors of human UBC13 polyubiquitin chain formation | P61088 | TR-FRET | inhibition, % at 20 µM | 330,000 compounds, 0.47% hits | AID 485273; in the data active = inhibition above about 45%, passing the limit was not always enough
Target sequence (P61088 whole entry, looked up): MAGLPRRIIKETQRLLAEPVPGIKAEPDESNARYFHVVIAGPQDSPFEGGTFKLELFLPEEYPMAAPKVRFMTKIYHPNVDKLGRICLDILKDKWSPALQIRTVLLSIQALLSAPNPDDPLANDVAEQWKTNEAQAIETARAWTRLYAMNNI
Jurkat NFkB inh: lowers PMA/ionomycin-induced NF-kB signal in Jurkat cells. 330,000 compounds, 0.53% hits. AID 435003. PMA/ionomycin-induced NF-kB luciferase reporter, luminescence. inhibition, % at 4 µM
SENP8 inh: blocks the human protease SENP8 | 330,000 compounds, 1.2% hits | inhibition, % at 10 µM | Q96LD8 | purified SENP8, Z-RLRGG-aminoluciferin cleavage, luminescence | AID 2540
Target sequence (Q96LD8 whole entry, looked up): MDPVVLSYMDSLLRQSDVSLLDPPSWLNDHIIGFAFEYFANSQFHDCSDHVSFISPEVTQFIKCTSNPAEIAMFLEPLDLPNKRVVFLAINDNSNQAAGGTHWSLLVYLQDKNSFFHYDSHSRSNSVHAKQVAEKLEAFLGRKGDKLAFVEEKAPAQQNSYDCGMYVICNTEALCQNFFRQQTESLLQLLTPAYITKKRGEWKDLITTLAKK
EBI2 block: antagonists of human EBI2 receptor; inhibition, % at 5 µM; 360,000 compounds, 0.81% hits; P32249; EBI2 beta-arrestin recruitment, luminescence, 7a,25-OHC stimulated; in the data active = inhibition above about 38%;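 note: enzyme fragment complementation signal reports receptor beta-arrestin coupling in cells; 0% = agonist plus DMSO wells and 100% = wells without agonist; some results beyond the cut were filed as inactive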
Numbers without * were called inactive; / = no result given; & = joins results of further samples. Cut-off read from the data, not from the text of the source, unless noted: active = inhibition above about 50%; inactive = the rest. Not all compounds are listed; rates above refer to the full screens.

SMILES	Gli-Sufu block	CCR6 antagonist	Apaf-1 inh	697 NFkB inh	UBC13 inh	Jurkat NFkB inh	SENP8 inh	EBI2 block
CN(C)C(=O)c1ccccc1-c1ccccc1	4	-1	-4	14	1	-3	-3	-10
Cc1cc(OCC(=O)N[C@@H](CSCc2ccccc2)C(=O)O)c2c(C)c(C)c(=O)oc2c1	-1	-6	-4	8	-9	-4	5	-2
Cc1ccnc(NC(=O)COC(=O)C2COc3ccccc3O2)n1 (stereo not given)	7	-6	-8	-1	-1	11	-6	-11
COc1cccc(-c2ccc(=O)n(CC(=O)Nc3cc4c(cc3NC(C)=O)OCCO4)n2)c1	0	16	-9	15	4	18	4	-2
COc1ccccc1NC(=O)COC(=O)c1ccccc1C(=O)N1CCN(c2ccccc2)CC1	-1	12	-5	-1	2	12	-7	9
Cc1cc(NC(=O)/C=C/c2ccccc2Cl)no1	-28	0	5	-69	-10	-71	-14	9
CCCOc1c(OC)cccc1C1CC(=O)Nc2cc3c(cc21)OCCO3 (stereo not given)	6	5	16	-3	7	14	6	-10
O=C(Nc1ccc(N2CCOCC2)c(Cl)c1)c1ccco1	-69	-8	-17	-89	2	-101	-9	-26
O=C(O)CCc1ccc(-c2cccs2)n1CCc1ccccc1	-2	-1	11	-1	-1	16	-5	10
O=C(O)/C=C/c1ccc(Cn2ccnc2)cc1	5&1	6&6	-9	11	2	4	3	0&0
O=C(Nc1nnc(C2CCCO2)s1)c1ccc(Br)cc1 (stereo not given)	-36	-6	-4	-32	16	-23	-7	2
CC1(C)Cc2c(cnn2-c2ccccc2)-c2c1c1ccccc1n2CC(O)CBr (stereo not given)	1	0	14	23	8	-4	3	8
O=c1[nH]c(N2CCOCC2)nc2c1CCCC2	0	-1	-10	-21	-3	-6	0	-2
CN(C)c1cccc2c1c(NC(=O)c1ccc(Cl)cc1)nn2C	-3	-16	7	-10	2	20	-2	0
COc1cccc(-n2nnnc2SCC(=O)NC2CCCCC2)c1	-10	19	5	3	1	-3	3	5
CCOC(=O)N1CCN(C(=O)CSc2nc3c(cnn3-c3ccc(C)cc3)c(=O)[nH]2)CC1	4	3	9	-7	-4	4	7	5
COc1cccc(NC(=O)C(OC(=O)c2cnc(C)cn2)c2ccccc2)c1 (stereo not given)	-4	8	-10	4	-2	15	3	-2
COc1cc(NC(=O)CN2C(=O)c3ccccc3S2(=O)=O)c(OC)cc1Cl	-3	-10	-2	-7	1	3	10	1
CSc1ccc(CNC(C)(C)CO)cc1	18	5	-10	16	10	1	-1	-10
CC(Cc1ccccc1)C(=O)Nc1ccccc1 (stereo not given)	-6	0	16	-6	-15	-11	-8	7
Cc1ccc(S(=O)(=O)N2CCOCC2)cc1NC(=O)COC(=O)c1cc[n+]([O-])cc1	5	1	2	18	-7	5	4	-7
CC/C(C)=N/Oc1nc(C)cc(C)n1	4	-16	0	-7	0	-6	-3	-10
Cc1cccc(C)c1NC(=O)CN(C)C(=O)c1ccc2c(=O)n3c(nc2c1)CCC3	-4	7	-5	11	-6	4	2	-11
COc1cc(C(=O)NCCN2C(=O)S/C(=C\c3cccs3)C2=O)cc(OC)c1OC	-16	16	6	-1	-2	-13	56*	9
O=S(=O)(c1ccccc1)c1nc(Nc2ccccc2N2CCOCC2)sc1Cl	10	12	13	2	-1	6	4	10

An excerpt from above in order of heavy-atom count, smallest number first.
SMILES	Gli-Sufu block	CCR6 antagonist	Apaf-1 inh	697 NFkB inh	UBC13 inh	Jurkat NFkB inh	SENP8 inh	EBI2 block
CC/C(C)=N/Oc1nc(C)cc(C)n1	4	-16	0	-7	0	-6	-3	-10
Cc1cc(NC(=O)/C=C/c2ccccc2Cl)no1	-28	0	5	-69	-10	-71	-14	9
Cc1ccc(S(=O)(=O)N2CCOCC2)cc1NC(=O)COC(=O)c1cc[n+]([O-])cc1	5	1	2	18	-7	5	4	-7

(listing goes on)
SMILES	Gli-Sufu block	CCR6 antagonist	Apaf-1 inh	697 NFkB inh	UBC13 inh	Jurkat NFkB inh	SENP8 inh	EBI2 block
CC(C)(C)OC(=O)NNC(=S)NCc1ccc(Cl)cc1	21	-13	1	8	0	6	3	-5
CSc1ccc(S(=O)(=O)NCC(=O)OCC(=O)N2CCCC2=O)cc1[N+](=O)[O-]	-17	-20	-10	14	-10	18	-5	2
CN1CCN(c2ccc(CNS(=O)(=O)c3ccc(F)cc3Cl)cc2)CC1	9	-9	0	-30	-1	-14	4	-5
CCCCn1cc2c(c1-c1cccc(C)c1)c(=O)n(C)c(=O)n2C	0	16	5	1	10	7	7	9
Cc1cc([N+](=O)[O-])nn1CCCC(=O)N1CCN(c2ccccc2)CC1	-3	1	-7	2	-2	-6	2	-10
Nc1ccc(-c2cc(N)n(-c3ccccc3)n2)cc1	-64	17	3	6	-5	-8	13	3
Cn1c(NCCO)nc2c1c(=O)n(Cc1cccc(Cl)c1)c(=O)n2C	7	10	0	10	5	-18	-1	8
CC(=O)OCC1OC(Nc2cccc(C)c2)C(OC(C)=O)C(OC(C)=O)C1OC(C)=O (stereo not given)	16	-4	3	2	6	-2	2	-3
O=C(COC(=O)c1ccc(Br)o1)NCC1CCCO1 (stereo not given)	28	8	-24	15	7	-6	11	2
O=C(Cn1ncc2c3ccccc3n(Cc3ccccc3)c2c1=O)NCCCN1CCCC1=O	-10	8	1	-10	2	-4	-4	-8
Brc1ccc(-c2nnc3ccc(Nc4ccccc4)nn23)cc1	/	/	16	-4	2	-1	-12	/
CC(C)(C)NCC(O)COCc1ccc(Cl)cc1 (stereo not given)	4	6	5	-11	-5	-6	-9	3
Fc1ccccc1Cn1nnc2c(NCc3ccccn3)ncnc21	8	2	8	1	4	-2	1	4
CCCC(C)NC(=O)c1cc(C(=O)OC)cc([N+](=O)[O-])c1 (stereo not given)	6	-17	-108	-8	-2	2	-14	-9
CCC1(CC)NC(=O)N(CC(=O)OCC(=O)Nc2ccc(C(F)(F)F)cc2)C1=O	1	3	8	4	-8	-15	-8	2
CCOC(=O)c1cc(-c2ccc(Cl)cc2)nc2c1c(=O)[nH]c(=O)n2CCOC	-11	11	8	-2	11	-8	-5	1
O=C(CSc1ccc2c(c1)OCCO2)Nc1cccnc1	-4	-4	-3	19	4	5	0	-5
Oc1ccc(-c2csc(Nc3ccccn3)n2)c(O)c1	-68	-39	26	-98	13	-94	42	-11
COc1ccccc1CCNC(=O)CCn1c(=O)oc2ccccc21	-3	5	12	7	-8	-1	-12	-7
O=C(Nc1ccc(Cl)c([N+](=O)[O-])c1)c1ccco1	3	24	-6	-16	2	-5	-27	2
CCOc1ccc2nc(COC(=O)c3cccs3)c(C(=O)c3ccccc3)[n+]([O-])c2c1	-4	14	9	-8	23	-45	-5	47*
Cc1cc(C(=O)OCCN2C(=O)c3ccccc3C2=O)c2ccccc2n1	-18	10	16	-20	16	-1	-7	6
Cc1ccc(SC(=O)c2c([N+](=O)[O-])c(C)nn2C)cc1	6	39	1	1	-2	-5	-5	-33
CC1CCCCN1Cc1nc2ccccc2c(=O)[nH]1 (stereo not given)	-6	19	6	-11	-7	-15	-4	-7
CC1CN(C(=O)CNC(=O)Cc2cccc3ccccc23)CC(C)O1 (stereo not given)	0	4	-3	14	7	3	6	1
(further entries)
SMILES	Gli-Sufu block	CCR6 antagonist	Apaf-1 inh	697 NFkB inh	UBC13 inh	Jurkat NFkB inh	SENP8 inh	EBI2 block
Cc1nnc(SCC(=O)NC(C)(C)C)n1C1CCCCC1	-1	-6	-2	7	9	-4	-2	12
Cc1cccc(-n2c(-c3ccc(Br)o3)n[nH]c2=S)c1	5	-3	-19	-4	-3	-9	6	1
Cc1ccccc1OCC(=O)OCn1nnc2ccccc2c1=O	5	10	-4	-3	1	0	-4	-3
CC(=O)Nc1ccc2nc(NC(=O)c3ccco3)sc2c1	-60	-10	-4	-94	-8	-45	34	-10
COc1ccc(-n2c(C)cc(C(=O)CSc3nnc(-c4ccoc4C)n3C)c2C)cc1	3	1	24	-14	-9	2	-2	8
COc1cccc(C(C(=O)NC2CCCC2)N(C(=O)c2ccco2)c2ccccc2)c1OC (stereo not given)	-5	4	13	9	3	21	0	-2
CCN(Cc1nc2cc(Cl)ccc2c(=O)[nH]1)C(=O)COc1ccccc1Cc1ccccc1	-2	-10	24	11	-2	5	1	6
CCOc1ccc(CC(=O)NC2CCN(Cc3ccccc3)CC2)cc1	21	-4	9	4	-2	6	-8	-3
CCOC(=O)c1c(NC(=O)CN2CCOCC2)sc2c1CC(C)(C)OC2	0	1	9	7	4	0	-2	0
CC(C)n1c(SCC(=O)Nc2ccccc2N2CCCCC2)nc2c1c(=O)n(C)c(=O)n2C	13	9	25	-31	-7	4	1	30
Cc1c(OCC(=O)NCCN2CCOCC2)ccc2c3c(c(=O)oc12)CCC3	-12	6	4	8	-4	-9	3	1
Cn1c(=O)c2c(-c3ccccc3)n(C3CCCCC3)cc2n(C)c1=O	1	17	9	-11	13	4	1	16
O=C(c1cn[nH]c1)c1cc(F)ccc1O	-6	-14	15	0	2	0	-8	-13
O=C(NCCc1ccccc1)[C@@H]1CC=C[C@@H]2CCN(Cc3ccccc3)C(=O)[C@@H]21	22	19	6	8	8	1	-8	-5
CCCn1c(SCC(=O)NNC(=O)c2ccc(C)cc2)nnc1C(C)C	1	-5	-1	4	6	-2	-11	26
CCOC(=O)N1CCN(C(=O)c2ccc3nc(-c4ccccc4)c(-c4ccccc4)nc3c2)CC1	2	16	5	-14	-2	-8	-5	14
O=C(COC(=O)c1cc[n+]([O-])cc1)Nc1ccccc1Cl	-3	8	16	-32	3	-25	7	-9
Cc1ccccc1OCC(=O)Nc1cnn(CCCC(=O)O)c1	-12	-10	6	-5	2	13	4	-1

Shown as comma-separated lines: 18 of the compounds above
smiles,Gli-Sufu block,CCR6 antagonist,Apaf-1 inh,697 NFkB inh,UBC13 inh,Jurkat NFkB inh,SENP8 inh,EBI2 block
CC/C(C)=N/Oc1nc(C)cc(C)n1,4,-16,0,-7,0,-6,-3,-10
Cc1cccc(C)c1NC(=O)CN(C)C(=O)c1ccc2c(=O)n3c(nc2c1)CCC3,-4,7,-5,11,-6,4,2,-11
COc1cc(C(=O)NCCN2C(=O)S/C(=C\c3cccs3)C2=O)cc(OC)c1OC,-16,16,6,-1,-2,-13,56*,9
O=S(=O)(c1ccccc1)c1nc(Nc2ccccc2N2CCOCC2)sc1Cl,10,12,13,2,-1,6,4,10
CC(C)(C)OC(=O)NNC(=S)NCc1ccc(Cl)cc1,21,-13,1,8,0,6,3,-5
CSc1ccc(S(=O)(=O)NCC(=O)OCC(=O)N2CCCC2=O)cc1[N+](=O)[O-],-17,-20,-10,14,-10,18,-5,2
CN1CCN(c2ccc(CNS(=O)(=O)c3ccc(F)cc3Cl)cc2)CC1,9,-9,0,-30,-1,-14,4,-5
CCCCn1cc2c(c1-c1cccc(C)c1)c(=O)n(C)c(=O)n2C,0,16,5,1,10,7,7,9
Cc1cc([N+](=O)[O-])nn1CCCC(=O)N1CCN(c2ccccc2)CC1,-3,1,-7,2,-2,-6,2,-10
Nc1ccc(-c2cc(N)n(-c3ccccc3)n2)cc1,-64,17,3,6,-5,-8,13,3
Cn1c(NCCO)nc2c1c(=O)n(Cc1cccc(Cl)c1)c(=O)n2C,7,10,0,10,5,-18,-1,8
CC(=O)OCC1OC(Nc2cccc(C)c2)C(OC(C)=O)C(OC(C)=O)C1OC(C)=O (stereo not given),16,-4,3,2,6,-2,2,-3
O=C(COC(=O)c1ccc(Br)o1)NCC1CCCO1 (stereo not given),28,8,-24,15,7,-6,11,2
O=C(Cn1ncc2c3ccccc3n(Cc3ccccc3)c2c1=O)NCCCN1CCCC1=O,-10,8,1,-10,2,-4,-4,-8
Brc1ccc(-c2nnc3ccc(Nc4ccccc4)nn23)cc1,/,/,16,-4,2,-1,-12,/
CC(C)(C)NCC(O)COCc1ccc(Cl)cc1 (stereo not given),4,6,5,-11,-5,-6,-9,3
Fc1ccccc1Cn1nnc2c(NCc3ccccn3)ncnc21,8,2,8,1,4,-2,1,4
CCCC(C)NC(=O)c1cc(C(=O)OC)cc([N+](=O)[O-])c1 (stereo not given),6,-17,-108,-8,-2,2,-14,-9
